# BAP1 block: human BAP1 deubiquitinase inhibition. recombinant BAP1, Ub-AMC hydrolysis fluorescence kinetic; active compounds read low. activity remaining (% of control), % at 20 µM. 72,000 tested, 0.48% active;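 active means activity remaining at or below 50% of control, provided the compound also passes the data quality filters; inactive means the rest, including low values that fail the filters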;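 further: 100% = DMSO wells rate and 0% = substrate alone blank rate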
# Target sequence (Q92560 whole entry, looked up): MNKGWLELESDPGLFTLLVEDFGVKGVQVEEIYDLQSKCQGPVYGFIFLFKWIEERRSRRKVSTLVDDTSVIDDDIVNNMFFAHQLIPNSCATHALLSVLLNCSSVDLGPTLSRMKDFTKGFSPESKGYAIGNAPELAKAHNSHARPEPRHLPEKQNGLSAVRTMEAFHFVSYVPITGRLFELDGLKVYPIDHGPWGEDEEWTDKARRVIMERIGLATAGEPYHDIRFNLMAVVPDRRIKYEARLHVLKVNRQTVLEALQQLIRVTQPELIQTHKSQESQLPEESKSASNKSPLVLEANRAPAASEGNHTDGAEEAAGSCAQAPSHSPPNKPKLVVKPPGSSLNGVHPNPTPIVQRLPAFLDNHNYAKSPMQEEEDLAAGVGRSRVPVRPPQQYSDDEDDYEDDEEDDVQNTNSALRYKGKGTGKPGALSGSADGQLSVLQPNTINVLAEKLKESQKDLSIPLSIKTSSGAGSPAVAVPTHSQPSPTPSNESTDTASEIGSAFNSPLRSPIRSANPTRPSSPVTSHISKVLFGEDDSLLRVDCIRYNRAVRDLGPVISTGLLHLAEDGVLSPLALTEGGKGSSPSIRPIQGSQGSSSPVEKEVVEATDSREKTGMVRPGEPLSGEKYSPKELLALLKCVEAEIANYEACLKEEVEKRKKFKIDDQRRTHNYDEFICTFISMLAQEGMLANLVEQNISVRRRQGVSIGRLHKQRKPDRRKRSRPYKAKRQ
# HePTP inh: human HePTP phosphatase inhibition; inhibition, % at 20 µM; recombinant HePTP phosphatase activity, OD absorbance; 110,000 tested, 0.64% active; P35236; in the data active means inhibition above about 50%;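 further: plate controls were vehicle for no effect and reference inhibitor for full effect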
# Target sequence (P35236 whole entry, looked up): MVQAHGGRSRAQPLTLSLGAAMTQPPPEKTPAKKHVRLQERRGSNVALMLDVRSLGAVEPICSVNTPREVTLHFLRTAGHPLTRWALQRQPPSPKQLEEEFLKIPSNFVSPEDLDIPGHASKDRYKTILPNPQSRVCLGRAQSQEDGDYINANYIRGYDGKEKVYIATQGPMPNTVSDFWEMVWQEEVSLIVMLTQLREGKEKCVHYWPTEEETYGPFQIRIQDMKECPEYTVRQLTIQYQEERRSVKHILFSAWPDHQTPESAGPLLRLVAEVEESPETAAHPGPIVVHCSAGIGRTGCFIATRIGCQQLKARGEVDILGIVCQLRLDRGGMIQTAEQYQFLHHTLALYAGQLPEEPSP
# Starred values were filed as active, the others as inactive; · = no result given; & = joins results of further samples. Rows are unselected; about 0.95% have a hit in one of these screens.
SMILES,BAP1 block,HePTP inh
COc1ccc(/C=N\N2CCN(c3ccccc3OC)CC2)cc1OC,·,1.1
CC1=C(C(=O)Nc2ccc(C)c(Cl)c2)C(c2cccs2)NC(=O)N1 (stereo not given),·,1.7
Cc1cc(C)c(N2CCN(S(=O)(=O)N3CCCCCC3)CC2)c(C)c1,·,14.3
CC1=CCC2C(=O)N(c3ccc4ccccc4n3)C(=O)C2C1 (stereo not given),102.4,·
O=C(O)Cc1ccc(OCCCCOc2ccc(CC(=O)O)cc2)cc1,·,-1.4
O=C(Cc1cccs1)NCC1CCCO1 (stereo not given),103.5,9.4&9.3
O=c1c2ccccc2nc(/C=C/c2c(O)ccc3ccccc23)n1-c1ccc(O)cc1,·,-14.4
O=C(NC(=S)N1CCCCC1)c1ccc(Br)cc1,·,-2.0
CCOC(=O)C1=C(O)/C(=C\c2ccc(OC)cc2)SC1=Nc1cccc(Cl)c1,·,-3.6
Cn1c(=O)[nH]c(=O)c2c1nc(Sc1ncccn1)n2CCCc1ccccc1,·,-3.0
COc1ccc(/C=C2\SC(=S)N(NC(=O)c3ccccc3C)C2=O)cc1,·,0.3
CCCOc1ccc(N2C(=O)CC(N(CCc3ccccc3)C(=O)/C=C/C(=O)O)C2=O)cc1 (stereo not given),·,-7.1
Cc1ccc(N2C(=O)/C(=C/c3ccc(Cl)cc3)SC2=S)cc1C,·,6.1
O=C1CC(c2ccccc2)CC(O)=C1C=NCCO (stereo not given),·,0.4
CCCCCn1c(CNC(C)=O)nc2ccccc21,·,7.6
CCN(CCCn1c(SCC#N)nc2ccccc2c1=O)c1ccccc1,·,8.2
O=[N+]([O-])c1ccccc1N[C@@H]1OC[C@@H](O)[C@H](O)[C@H]1O,·,3.1
CC1CCCC(C)N1C(=O)c1cc(-c2cccs2)on1 (stereo not given),101.4,-1.2
Cc1ccc(NC2=NC3(CCCCC3)N=C(N)N2)c(C)c1,104.8,-0.4&-9.9
O=C(C1CCC1)N1CCc2cc(S(=O)(=O)NC3CCCC3)ccc21,103.0,8.0
Cc1nc(C)c(-c2ccccc2)c(=O)[nH]1,98.5,1.1&-11.3
COc1cc(C2C(C(=O)OC(C)C)=C(C)Nc3[nH]c(=O)[nH]c(=O)c32)ccc1O (stereo not given),103.1,5.2
CCOc1ccc(C(=O)Nc2ccc(Cc3ccncc3)cc2)cc1Br,·,3.7
Cc1ccccc1NC(=O)c1ccc(Br)o1,·,-2.2
CC(C)C[C@@H]1NC(=O)N(CCN2CCOCC2)C1=O,98.1,-7.7
O=C(Cc1ccc(S(=O)(=O)N2CCOCC2)s1)NCC1CCCCC1,100.5,10.5
Cc1cccc(NC(=O)CSc2ncnc3c2oc2ccccc23)c1,76.0,3.5
COC(=O)c1c(NC(=O)c2cc([N+](=O)[O-])cc([N+](=O)[O-])c2)c(C#N)c(C)n1-c1ccccc1,·,9.3
COC(=O)C1=C(O)/C(=C/c2ccc(OCC(=O)NC(C)C)cc2)N=C1C,·,-11.1
CCOc1ccccc1N1CCN(C(=O)C(F)(F)F)CC1,·,-7.5
C=CCOc1nc(-c2ccc(Br)cc2)nc2ccccc12,·,-7.2
O=C1CCCC2=C1C(c1cccc(Br)c1)C1=C(CCCC1=O)O2,·,1.8
Cc1ccc(C)c(NC(=O)c2cncc(Br)c2)c1,·,5.9
O=C(N/N=C/c1cccs1)c1sc2cc(Cl)ccc2c1Cl,·,-11.4
Oc1ccc(-c2csc(Nc3cccnc3)n2)cc1,125.8,4.4
Cn1c(=O)[nH]c(=O)c2c1nc(CN1CCN(c3ccccc3F)CC1)n2CCCc1ccccc1,98.8,·
COc1ccc(Cl)cc1NC(=O)CCN1C(=O)c2ccccc2C1=O,·,4.9
CCC1CCCCN1CCNC(=O)c1[nH]c(C)c(C(C)=O)c1C (stereo not given),96.3,6.2
O=C(O)Cn1c(O)c(C=Nc2ccccc2)sc1=S,76.6,6.3
c1ccc(-c2nc(N3CCCC3)nc3ccccc23)cc1,259.7,·
NC(=O)c1ccccc1N=Cc1cc(Cl)cc(Cl)c1O,·,-9.7
O=C1CSC(c2ccccc2)N1CC(O)c1ccc([N+](=O)[O-])cc1 (stereo not given),114.1,·
O=C(NCC1CCCO1)c1ccc(C(=O)NCC2CCCO2)nc1 (stereo not given),·,-12.5
O=C1NC(=Nc2cccc(O)c2)S/C1=C/C(Cl)=C/c1ccc([N+](=O)[O-])cc1,·,1.0
CC(Cc1ccccc1)N=C(N)/C(C#N)=C\c1[nH]c2ccccc2c1O (stereo not given),·,8.5
Cc1ccc(S(=O)(=O)N2CCN(C(=O)COc3ccccc3)CC2)cc1,·,3.0
CC(C)OC(=O)c1ccc(NC(=O)C(C(C)C)N2C(=O)c3ccccc3C2=O)cc1 (stereo not given),·,-6.1
O=C(CN1C(=O)C2C3C=CC(C3)C2C1=O)N1CCc2ccccc2C1 (stereo not given),99.3,-0.9
CCN(CC)c1ccc(NC(=S)Nc2ccccc2)cc1,·,8.7
COc1ccc(N(CC(=O)Nc2ccc(C)cc2C)S(=O)(=O)c2ccc(C)cc2)c(OC)c1,·,-4.7
O=C(CSc1nc2ccc(Br)cc2c(=O)n1-c1ccccc1)NCCOc1ccccc1,·,4.9
O=C1C(CCS(=O)c2ccccc2)C(=O)N(c2ccccc2)N1c1ccccc1 (stereo not given),93.6,7.1
COc1cc(C(=O)NCCC(C)C)c([N+](=O)[O-])cc1OC,·,-5.5
COc1ccc(/C=C(\NC(=O)c2ccccc2)C(=O)NN)c(OC)c1,·,-12.9
Cc1ccc(S(=O)(=O)Cc2ccc(C(=O)N3CCN(c4cc(C)ccc4C)CC3)o2)cc1,77.6,5.7
O=C(CCC(=O)Nc1ccc(Oc2ccccc2)cc1)NCCO,102.9,1.3
Cc1cc(-c2ccccc2)nc2cc(C(=O)NCCCn3ccnc3)nn12,81.7,9.6
COc1cc(/C=N\Nc2nc3ccccc3[nH]2)cc(OC)c1OC,·,-8.2
N#CCc1nc2c3c4c(sc3ncn2n1)CCCC4,52.5,7.9
CCOC(=O)C1CCN(c2cc(C)nc3cc(-c4cccc(F)c4)nn23)CC1,114.7,-15.8

# Further records
SMILES,BAP1 block,HePTP inh
CC(C)(C)c1csc(NC2=NS(=O)(=O)c3ccccc32)n1,51.3,4.4
O=C(O)CN=Cc1c(O)[nH]c2ccccc12,·,2.9
COc1cc(C2C3=C(CC(c4ccco4)CC3=O)Nc3ccccc3N2C(C)=O)cc(OC)c1OC (stereo not given),80.2,2.9
CC(C)OC(=O)C(C)OC(=O)c1ccc([N+](=O)[O-])cc1Cl (stereo not given),50.2,·
COc1cc2nc(NC(=O)c3ccccc3)[nH]c(=O)c2cc1OC,68.9,6.6
COc1cc(OC)c(C2NC(=S)NC(C)=C2C(=O)Nc2cccc(Cl)c2)cc1OC (stereo not given),·,-5.7
CC(NC(=O)c1ccccc1)c1ccc(Cl)cc1 (stereo not given),·,-0.5
CCOC(=O)C(C)OC(=O)c1cc([N+](=O)[O-])ccc1Cl (stereo not given),56.0,·
Cc1n[nH]c(C)c1N1C(=O)c2cccc3c([N+](=O)[O-])ccc(c23)C1=O,155.0,·
O=c1c2ccccc2nc(SCc2ccccc2)n1Cc1ccccc1,·,8.8
c1ccc(CCCc2nc(-c3ccccn3)no2)cc1,130.2,-5.6
CCOC(=O)C1=C(c2ccccc2)N2CCN=C2S1,97.9,-2.6
O=C(COc1ccccc1Cl)NCCc1nc2ccccc2[nH]1,·,3.2
CCc1cccc(C)c1NC(=O)c1ccc(C)c([N+](=O)[O-])c1,·,-4.9
COC(=O)c1cc(NC(=O)COc2ccccc2)cc(C(=O)OC)c1,·,1.3
Cc1cc(NC(=O)CN2CCc3ccccc3C2)nc2c1c(=O)oc1ccccc12,104.4,2.9
Cc1nn(Cc2ccc(Cl)c(Cl)c2)c(C)c1NC(=O)c1noc2c1CCCCC2,83.3,8.6
CCOC(=O)Cn1c(=O)c2c(nc(Br)n2Cc2ccc(Cl)cc2)n(C)c1=O,90.9,2.9
CCOc1cc(/C=N/NC(=O)c2ccccn2)ccc1OC(=O)c1ccccc1,·,1.3
Cc1cccc(Nc2nc(N)nc(CN3CCN(c4ccc(F)cc4)CC3)n2)c1,100.0,2.0
CC1(C)CC(=O)C2=C(C1)Nc1ccccc1NC2c1cccc(Cl)c1 (stereo not given),134.1,·
Cc1ccc(-c2cc(C(=O)Nc3cnn(C45CC6CC(CC(C6)C4)C5)c3)no2)cc1,53.3,7.1
Cc1cc(C)cc(N2C(=O)CSC2c2cccs2)c1 (stereo not given),95.2,6.6
O=C(O)CCCNS(=O)(=O)c1ccc2ccccc2c1,89.0,4.1
Cc1occc1C(=O)Nc1nnc(-c2ccncc2)s1,·,7.1
CCO/C=N/C1=C(C#N)C(c2ccccc2)C2=C(CC(C)(C)CC2=O)O1 (stereo not given),·,-11.5
CC(=O)Nc1ccc(S(=O)(=O)NCCc2ccc(S(N)(=O)=O)cc2)cc1,·,9.3
N#CC1=C(N)Oc2n[nH]c(-c3ccccc3)c2C12C(=O)Nc1ccccc12 (stereo not given),·,-4.8
Cc1n[nH]c(C)c1Sc1ccccc1N=Cc1cc([N+](=O)[O-])ccc1O,·,8.0
Cc1nn2c3c(cnc2c1-c1ccc(Cl)cc1)C(=O)CC(c1ccco1)C3 (stereo not given),69.5,0.9
CCCCC1(O)C(C)C(c2ccccc2)NC(c2ccccc2)C1C (stereo not given),137.5,·
CCc1nn(CC(=O)NCCCN2CCc3ccccc3C2)c(=O)c2cc3sccc3n12,104.0,5.9
O=C(NCCc1ccccc1)c1ccncc1,103.1,11.5
O=C(/C(=C(\O)c1ccccc1)c1nc2ccccc2[nH]1)c1ccc([N+](=O)[O-])cc1,·,-5.3
CCOC(=O)c1sc(NC(=O)c2ccc3ncsc3c2)nc1C,102.9,3.1
COc1cccc(OC)c1C(=O)Oc1cccc2ccc(C)nc12,66.4,·
O=[N+]([O-])c1ccc(Cl)c(C2N(c3ccccc3)CCN2c2ccccc2)c1,·,-5.2
COCC(=O)Oc1c(S(=O)(=O)c2ccc(C)cc2)c(C)nn1-c1ccccc1,111.3,1.9
CC1Cc2nc(SCC(=O)Nc3ccccc3F)n(C)c(=O)c2S1 (stereo not given),91.2,-15.0
O=C(NCC1CCCO1)C1CC(c2ccc(Cl)c(Cl)c2)=NO1 (stereo not given),103.5,-3.0

# Compounds from the list above that contain a COOH group (5):
SMILES,BAP1 block,HePTP inh
O=C(O)Cc1ccc(OCCCCOc2ccc(CC(=O)O)cc2)cc1,·,-1.4
CCCOc1ccc(N2C(=O)CC(N(CCc3ccccc3)C(=O)/C=C/C(=O)O)C2=O)cc1 (stereo not given),·,-7.1
O=C(O)Cn1c(O)c(C=Nc2ccccc2)sc1=S,76.6,6.3
O=C(O)CN=Cc1c(O)[nH]c2ccccc12,·,2.9
O=C(O)CCCNS(=O)(=O)c1ccc2ccccc2c1,89.0,4.1

# Some of these compounds in order of molar mass, ascending:
SMILES,BAP1 block,HePTP inh
CCOC(=O)c1sc(NC(=O)c2ccc3ncsc3c2)nc1C,102.9,3.1
N#CC1=C(N)Oc2n[nH]c(-c3ccccc3)c2C12C(=O)Nc1ccccc12 (stereo not given),·,-4.8
CC(=O)Nc1ccc(S(=O)(=O)NCCc2ccc(S(N)(=O)=O)cc2)cc1,·,9.3
Cc1ccc(-c2cc(C(=O)Nc3cnn(C45CC6CC(CC(C6)C4)C5)c3)no2)cc1,53.3,7.1

# (listing goes on)
SMILES,BAP1 block,HePTP inh
CC12CN3CC(C)(CN(C1)C3c1ccc(Br)cc1)C2=O (stereo not given),99.4,10.9
Cn1cnc2cc(Nc3nnc(-c4ccccc4)c4ccccc34)ccc21,·,4.9
O=c1/c(=C/c2ccc(-c3ccc([N+](=O)[O-])cc3Cl)o2)sc2nc3cc(Br)cnc3n12,·,-9.1
O=C1OC(Oc2ccc(Cl)cc2Cl)(c2ccccc2)c2ccccc21 (stereo not given),·,-13.2
CCOc1ccc(-c2nc(Cc3ccc(OC)cc3)no2)cc1,·,-0.4
Cc1ccc2[nH]c(C(=O)N/N=C/c3cccs3)c(-c3ccccc3)c2c1,·,0.1
COc1cc(/C=N/NC(=O)c2cccnc2)ccc1OS(=O)(=O)c1ccc(F)cc1,·,-7.5
O=S(=O)(Nc1ccc2c(c1)OCO2)c1cc(Cl)ccc1Cl,·,10.2
Cc1cc(C)cc(NC2=C(Cl)C(=O)N(c3ccc(Cl)cc3)C2=O)c1,55.2,·
CC1CCN(Cc2ccc(NC(=O)C3CCN(c4nnc(-n5cccc5)s4)CC3)cc2)CC1,88.4,19.5
CC(C)CCN1CC(C(=O)NCc2ccccc2)CC1=O (stereo not given),102.9,11.9
CCC(C)c1ccc(NC(=O)C(C)Oc2cccc(Cl)c2)cc1 (stereo not given),56.9,·
COc1ccc2c(c1)OCC/C2=N\OC(=O)c1ccc(Oc2ccccc2)cc1,·,-3.7
O=C(NC1CCCCC1)C1CCCN(S(=O)(=O)c2cnc[nH]2)C1 (stereo not given),100.6,12.6
CCOC(=O)c1c(NC(=O)COc2cc(C)ccc2C(C)(C)C)sc2c1CCCC2,56.8,·
Clc1ccccc1Cc1noc(-c2ccccc2Cl)n1,·,-1.8
O=C(CCCN1C(=O)CCC1=O)Nc1ccc2c(c1)OCCO2,115.5,5.9
O=C(c1cnc2sccn2c1=O)N(Cc1ccccc1)c1ccccn1,94.9,5.5
CC(=O)Oc1c(S(=O)(=O)c2ccc(C)cc2)c(C)nn1-c1ccccc1,106.2,6.3
Cc1ccc2cc(C#N)c(SCC(=O)NCC3CCCO3)nc2c1C (stereo not given),103.7,6.6
CCOc1ccc(-c2nc(C#N)c(N3CCN(Cc4ccccc4)CC3)o2)cc1,·,-12.5
O=C(Nc1ccc2c(c1)OCCO2)C1CCN(C(=O)c2ccc(Br)cc2)CC1,115.8,6.4
COc1ccc(C(=O)N2CCCCCC2)c(OC)c1,56.7,·
COc1cc(C(=O)OCC(=O)c2cc(C)n(C)c2C)cc(NC(=O)c2ccco2)c1OC,·,10.0
Cc1ccc(C2=N/C(=C/N3CCOCC3)C(=O)O2)cc1,63.9,9.6
